Screening results: PubChem, National Center for Advancing Translational Sciences (NCATS)
FEN1 inh – qHTS Assay for the Inhibitors of Human Flap endonuclease 1 (FEN1) | P39748 | Recombinant FEN1 flap cleavage, fluorescence, 15 min | Potency, µM (highest dose often 114 µM), for the others: at the top dose activity change, negative = inhibition, actives largely listed as inhibitors | actives 0.35% (n = 390,000); further: nearly all actives have a fitted effect of over 65% in size
Target sequence (P39748 whole entry, looked up): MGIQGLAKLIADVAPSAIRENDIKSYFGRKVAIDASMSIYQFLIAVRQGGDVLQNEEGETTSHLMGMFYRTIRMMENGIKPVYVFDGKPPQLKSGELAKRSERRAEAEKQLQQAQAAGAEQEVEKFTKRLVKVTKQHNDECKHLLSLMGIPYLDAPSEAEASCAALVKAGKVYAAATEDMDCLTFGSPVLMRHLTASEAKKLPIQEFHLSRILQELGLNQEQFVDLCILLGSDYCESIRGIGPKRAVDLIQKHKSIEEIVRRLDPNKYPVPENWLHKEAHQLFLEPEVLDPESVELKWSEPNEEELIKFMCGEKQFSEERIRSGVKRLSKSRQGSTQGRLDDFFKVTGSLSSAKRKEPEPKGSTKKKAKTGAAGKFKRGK
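FEN1 at 10 nM, compound pretreatment for 15 min (room temperature), 50 nM final substrate to initiate; endpoint reads at 0 and 15 min; DMSO-only plates used as vehicle background.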
KAT2A inh – qHTS Assay for Inhibitors of GCN5L2; GCN5L2 HAT assay, ThioGlo1 CoA-SH fluorescence; AID 504327, 2011; Histone acetyltransferase KAT2A (Homo sapiens), Q92830; Potency, µM (top dose mostly 58.9 µM), for the others: top-dose activity change, negative = inhibition, usual class: inhibitors; actives 0.21% (n = 390,000)
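GCN5L2 (20 nM) in 50mM HEPES pH 7.5, 0.1mM EDTA, 0.01% Tween-20 preincubated 15 min with compounds at room temperature. Reaction started with H3(1-25) 75uM, acetyl-CoA 70uM, ThioGlo1 50uM; CoA-thiol fluorescence (Ex340/Em540) read at 0 and 20 min.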
N370S GC – qHTS Assay for Inhibitors and Activators of N370S glucocerebrosidase as a Potential Chaperone Treatment of Gaucher Disease. Lysosomal acid glucosylceramidase (Homo sapiens), P04062. N370S GC spleen homogenate, 4MU-glucoside fluorescence. Potency, µM (top dose mostly 59.4 µM), inactives show top-dose activity change, negative = inhibition, usual class: inhibitors. actives 0.092% (n = 330,000). AID 2101, 2009;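 further: 0% = full enzyme activity and -100% = no enzyme basal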
An asterisk follows results filed as active; ? = inconclusive; . = no result given; & = joins results of further samples; [ ] = dose if it differs, or a comment. The call rests on the fitted dose curve; in most records, active means well fitted curve in the direction sought with a large enough effect; inconclusive means small, poorly fitted or top-dose-only effect, or another doubt; inactive means no such curve, though single readings can be large; an effect the other way counts as inactive or inconclusive. Unless noted, on the % scale 0 is the no-effect control and ±100 the full control effect; potency means the concentration at half of the fitted maximal effect.

FEN1 inh	KAT2A inh	structure	N370S GC
.	4.9%[21.4 µM]	O=C(O)[C@@H](O)[C@@H](O)[C@@H](O[C@H]1O[C@@H](CO)[C@@H](O)[C@@H](O)[C@@H]1O)[C@@H](O)CO	-2.6%[21.6 µM]
15.7%	-7.7%	COc1ccccc1CNc1nc2ccccc2c2nc(-c3cccc(C)c3)nn12	.
-1.0%	-12.1%	CCN(C(=O)CSc1nc(-c2ccccc2)cn1N)c1c(N)n(Cc2ccccc2)c(=O)[nH]c1=O	-0.9%
-9.1%	0.8%	COc1ccc(C(=O)NC(Cc2c[nH]c3ccccc23)C(=O)O)cc1 (centres undefined)	-2.9%
17.1%	-4.6%	COc1cc2cc(Oc3ccc4ccc(=O)oc4c3)c(=O)oc2cc1OC(C)=O	3.5%
-6.0%	-2.1%	O=C(CN(C(=O)C1COc2ccccc2O1)c1ccccc1)NCC1CCCO1 (centres undefined)	-0.1%
4.7%	-9.3%	CCCNC(=O)c1nc(C)n(-c2cc(Cl)cc(Cl)c2)n1	13.1%
-7.0%	-1.8%	CS(=O)(=O)N1N=C(c2ccco2)CC1c1ccccc1Cl (centres undefined)	-1.1%
-2.1%	-4.9%	COc1cccc2cc(C(C)=O)oc12	-4.6%
0.1%	10.2%	CC1CCCN(C(=O)CSc2nc3ncccc3[nH]2)C1 (centres undefined)	6.1%
1.8%	-0.7%	O=C(CSc1ccccc1)N/N=C/c1ccccc1O	-4.3%
6.0%	1.1%	CC(C)Sc1nc2ccsc2c(=O)[nH]1	15.0%
-3.9%	-5.5%	COc1ccc(CNC(=O)c2cccc(-n3cnc4cccnc43)c2C)cc1	.
1.1%	0.8%	Cn1nc(-c2ccc(Cl)cc2)cc1NC(=O)CC(C)(C)CC(=O)O	-2.0%
6.2%	-6.0%	CCN(CC)c1ccc(/C=N/NC(=O)OC)c(O)c1	18.0%
3.9%	-0.6%	O=C(CC1Oc2ccc(Cl)cc2NC1=O)NCc1ccccc1 (centres undefined)	.
-16.8%	-0.9%	Cc1cc2c([nH]c3ccccc32)c(C)n1	20.9%
2.8%	-9.3%	COc1ccc(CC(=O)Oc2ccccc2[N+](=O)[O-])cc1	-0.6%
1.5%	-7.2%	O=C(NCC(=O)N(c1cccnc1)C(C(=O)NC1CCCCC1)c1cccnc1)c1ccco1 (centres undefined)	3.9%
?	-25.9%	O=C(CSc1nc(-c2ccccc2)nc2ccc(F)cc12)Nc1ccc(C(=O)O)cc1	-15.2%
-7.4%	-2.7%	O=S(=O)(O)c1nnc2sc3ccccc3n12	4.1%
1.6%	-18.6%	CC1CCc2nc(NC(=O)CN3CCN(Cc4ccc5c(c4)OCO5)CC3)sc2C1 (centres undefined)	-17.1%
-1.4%	-4.2%	CC(C)c1nnc(NC(=O)CCS(=O)(=O)c2ccccc2)s1	-11.3%
-5.6%	-18.6%	CCCN(CC(=O)Nc1ccccc1C)C(=O)c1ccc(S(=O)(=O)N2CCCCC2)cc1	-1.1%
-17.7%	-7.0%	CC1CCCN(C(=O)CSc2nnc(-c3c[nH]c4ccccc34)o2)C1 (centres undefined)	-1.2%
-4.6%	-4.6%	CC(C)NC(=O)/C=C/C(=O)O	-0.7%
0.8%	-2.7%	O=C(NCc1ccc2c(c1)OCO2)C1CC(c2ccccc2O)=NO1 (centres undefined)	5.7%
-10.4%	-4.0%	CCn1c(=O)c(C(=O)NNC(=O)Cc2ccccc2)c(O)c2ccccc21	2.4%
12.5%	-4.0%	COc1ccc(C(=O)N(C)C2CCCN(Cc3ccccc3F)C2)cc1OC (centres undefined)	-3.0%
0.3%	-29.3%	CCc1nc(OCCN(CC)CC)c2oc3ccccc3c2n1	2.3%
-17.7%	-1.1%	Cc1ccc(S(=O)(=O)NNc2nnc(C)c(=O)[nH]2)cc1	-3.6%
-15.0%	?	NC(=O)CC(NC(=O)c1ccccc1)c1ccc(N2CCN(c3ccccn3)CC2)c([N+](=O)[O-])c1 (centres undefined)	-1.5%
6.0%	-3.3%	COc1ccccc1NC(=O)CN1C(=O)CC(c2ccc(C)c(C)c2)=Nc2ccccc21	.
5.2%	-0.7%	COc1cc(C(C(=O)NC2CCCC2)N(C(=O)c2snc(C(N)=O)c2N)c2ccccc2)cc(OC)c1OC (centres undefined)	0.6%
-1.3%	-9.7%	FC(F)(F)c1ccc(Sc2n[nH]c(C(F)(F)F)n2)nc1	1.8%
5.6%	-3.8%	COc1ccc(C(C(=O)NCCC(C)C)N(CCO)C(=O)c2snc(C(N)=O)c2N)cc1OC (centres undefined)	8.6%
-0.9%	-11.3%	COc1ccc(NC(=S)NC(NC(=O)c2ccc(Cl)cc2Cl)C(Cl)(Cl)Cl)c([N+](=O)[O-])c1 (centres undefined)	3.8%
.	-10.8%	CCC1(c2ccc(O)cc2)NC(=O)N(C)C1=O (centres undefined)	-2.5%
-3.5%	-2.4%	CCC/C(O)=C1\C(=O)CCCC1=NC(C)C(=O)O (centres undefined)	4.5%
20.6%	-30.7%	COc1ccccc1N1CCN(Cc2cc(=O)c(OCC(=O)NC(C)C)co2)CC1	8.6%

Sorted by number of heavy atoms (high to low): some entries from above
FEN1 inh	KAT2A inh	structure	N370S GC
1.6%	-18.6%	CC1CCc2nc(NC(=O)CN3CCN(Cc4ccc5c(c4)OCO5)CC3)sc2C1 (centres undefined)	-17.1%
-1.4%	-4.2%	CC(C)c1nnc(NC(=O)CCS(=O)(=O)c2ccccc2)s1	-11.3%
-1.3%	-9.7%	FC(F)(F)c1ccc(Sc2n[nH]c(C(F)(F)F)n2)nc1	1.8%

(continued)
FEN1 inh	KAT2A inh	structure	N370S GC
10.5%	-0.5%	Cc1nc(-c2cc(-c3nc(-c4ccc(C(C)(C)C)cc4)no3)no2)cs1	9.0%
-4.8%&10.7%	.	C/C=C1\COC(C(=O)NCCN2CCCC2)(C(F)(F)F)C=C1C=C1CCCCC1 (centres undefined)	-13.6%
15.0%	25.2%	COc1ccccc1CNC(=O)CN1C(=O)CCc2cc(S(=O)(=O)N3CCOCC3)ccc21	.
6.7%	-1.1%	O=C(CCN1CCCC1)Nc1ccccc1	9.1%
12.7%	-11.7%	O=C(O)c1ccc(Cl)c(S(=O)(=O)NC(Cc2ccccc2)C(=O)O)c1 (centres undefined)	0.8%
-4.8%	0.2%	Cc1cnc2c(c1SCC(=O)NCc1ccc(F)cc1)c(=O)n(C)c(=O)n2C	.
-2.3%	-6.4%	CC/C(=C\C(=O)c1ccncc1)Nc1ccc(O)cc1	3.4%[2.35 µM]
-1.4%	4.8%	O=C(OCc1cc(=O)n2nc(C3CC3)sc2n1)c1ccccc1Cl	.
-12.5%	-4.5%	COc1ccc(NC(=O)C2CCN(S(C)(=O)=O)CC2)cc1Cl	0.5%
-13.1%	-11.0%	CCCCCCCCSc1nnc(CSc2nc3nc(C)cc(C)n3n2)o1	13.6%
21.4%	-10.8%	Cc1cccc(-c2noc(CSc3nc(-c4ccc(F)cc4)cc(=O)[nH]3)n2)c1	.
-3.6%	-1.8%	O=C(c1cccc2cccc(O)c12)N1CCCCC1	-10.1%
-0.7%	16.8%	Cc1cc(-c2cccc([N+](=O)[O-])c2)nc2ccc3ccccc3c12	5.2%
2.2%	-0.6%	CC(C)(C)OC(=O)N[C@@H](Cc1ccccc1)C(=O)N[C@@H](CO)[C@H](O)[C@@H]1C[C@@H]1C(=O)NC1CCCCC1	.
3.6%	1.2%	Cn1c(=O)c2cc(S(=O)(=O)NC(C(=O)NCc3cccnc3)c3ccccc3)ccc2n(C)c1=O (centres undefined)	-0.2%
0.4%	-5.6%	Cc1onc(NC(=O)NC(=O)c2c(Cl)cccc2Cl)c1Br	-3.4%
20.9%	-10.9%	CCN1CCN(CCC(=O)Nc2ccc(Br)c(C)c2)CC1	-13.3%
1.3%	2.8%	CCC(=O)N1CCc2cc(S(=O)(=O)CCC(=O)Nc3nc(C)cs3)ccc21	-6.2%
-3.0%	-8.8%	Cc1ccc(-c2nc(CS(=O)CC(=O)NCCCc3ccccc3)c(C)o2)cc1 (centres undefined)	5.7%
6.3%	-6.7%	CC1CCN(C(=O)c2ccccc2NS(=O)(=O)c2ccccc2)CC1	-0.8%

An excerpt from above, limited to N370S GC:
Compound | N370S GC
Cc1cc2c([nH]c3ccccc32)c(C)n1 | 20.9%
COc1ccc(CC(=O)Oc2ccccc2[N+](=O)[O-])cc1 | -0.6%

Next section:
FEN1 inh	KAT2A inh	structure	N370S GC
11.5%	-18.9%	Cc1c(CCC(=O)NCCCn2ccnc2)c(=O)oc2c(C)c3oc4c(c3cc12)CCCC4	-8.5%
-16.7%	-7.3%	S=c1[nH]nc(-c2ccccc2)n1/N=C/c1ccc(-c2ccccc2Cl)o1	-8.3%
3.8%	-4.2%	Cc1ccc(C(=O)COC(=O)c2c(C)cc(=O)oc2C)cc1[N+](=O)[O-]	3.3%
10.5%	-7.9%	CC1(C)SC(=S)N(/N=C/c2cccnc2)C1N(O)C(=O)Nc1ccccc1 (centres undefined)	3.7%
8.5%	-6.3%	Cc1nn(C)c(Oc2ccccc2)c1CCNC(=O)CC(C)C	13.0%
-4.3%	-7.2%	COc1ccc(CC(=O)NCc2n[nH]c(=S)n2-c2ccccc2OC)cc1	-7.0%
-1.3%	0.1%	CC1SC(=Nc2ccccc2)N(S(=O)(=O)c2ccccc2)C1=O (centres undefined)	4.2%
-12.1%	3.4%	Cc1ccc(CNC(=O)C2CC3Cn4c(nc5cc(C)c(C)cc54)C3N2C)o1 (centres undefined)	-1.5%
-2.5%	-3.6%	Cc1cc(C(=O)NC2CCCN(Cc3ccccc3F)C2)no1 (centres undefined)	0.5%
13.8%	-0.3%	CC(=O)N1CCN=C1SCc1ccccc1Cl	3.8%
10.5%	-18.0%	O=C(C[n+]1ccsc1)c1ccccc1	6.2%
4.0%&4.3%	-5.5%&-2.7%	O=C(NCCS(=O)(=O)N1CCN(c2ccc(F)cc2)CC1)C1CC(=O)N(c2ccccc2)C1 (centres undefined)	-10.7%
-3.4%	-4.4%	CCOC(CNC(=O)Cn1nc(C)c2ccccc21)OCC	-1.2%
-1.5%	-1.2%	COc1ccc2c(CNCc3cccs3)c(C(=O)O)n(Cc3cccc(F)c3)c2c1	.
-1.1%	-4.0%	CC(C)(C)OC(=O)NC(Cc1ccccc1)C(=O)NC(CSC1CCCCO1)C(=O)NN (centres undefined)	-2.7%
0.6%	1.0%	COc1ccc(CNc2nc(-c3cccnc3)nn2C(C)=O)cc1	-0.9%
-2.3%	-3.0%	O=c1oc2c(F)cc(F)cc2cc1S(=O)(=O)c1ccc(F)cc1	.
8.7%	3.16µM*	O=C(CCC1CCCCC1)Nc1ccccc1-c1ccccc1	-12.9%
-2.2%	-1.0%	C=CCNCc1ccc(C(=O)NCCCCCCC)cc1[N+](=O)[O-]	-12.8%
-7.4%	-8.3%	CCSc1nnc2c(n1)OC(c1cc(OC)c(OC)c(OC)c1)Nc1ccccc1-2 (centres undefined)	.

Another view of 2 compounds above.
Cc1ccc(CNC(=O)C2CC3Cn4c(nc5cc(C)c(C)cc54)C3N2C)o1 (centres undefined)
- FEN1 inh: -12.1%
- KAT2A inh: 3.4%
- N370S GC: -1.5%

Cc1cc(C(=O)NC2CCCN(Cc3ccccc3F)C2)no1 (centres undefined)
- FEN1 inh: -2.5%
- KAT2A inh: -3.6%
- N370S GC: 0.5%

Compound profiles, as listed above. Order of values: FEN1 inh | KAT2A inh | N370S GC
CCCNC(=O)c1nc(C)n(-c2cc(Cl)cc(Cl)c2)n1 is entered as 4.7% | -9.3% | 13.1%
CC(=O)N1CCN=C1SCc1ccccc1Cl is entered as 13.8% | -0.3% | 3.8%

Next section
FEN1 inh	KAT2A inh	structure	N370S GC
-10.6%	-1.6%	CC1CCCCC1NC(=O)c1ccc2c(c1)[nH]c(=O)n2C1CCCC1 (centres undefined)	-0.1%
-10.9%	-12.2%	CCOC(=O)c1c(C)[nH]c(C)c1C(=O)COC(=O)CSc1ccc(C)cc1	.
14.6%	-7.7%	CCn1cc(C(=O)N2CCN(c3ccccc3F)CC2)c(=O)c2cc(S(=O)(=O)N(C)C3CCCCC3)ccc21	.
-4.7%	0.0%	CCCCOC(=O)C1=C(C)NC2=C(C(=O)CCC2)C1c1cc(OC)ccc1OC (centres undefined)	19.0%
-22.4%	-1.1%	NC(=O)CSc1nc2sc3c(c2c2ncnn12)CCCC3	-28.7%
-5.2%	-2.8%	O=C(Cc1cccs1)Nc1ccon1	-1.8%
-4.8%	-1.4%	C=CCc1ccccc1OCCn1c(C2CC(=O)N(Cc3ccc(F)cc3)C2)nc2ccccc21 (centres undefined)	.
10.0%	?	CCOC(=O)C1=C(C)NC(C)=C(C(=O)OC)C1c1ccco1 (centres undefined)	2.6%

No enrichment for hits (roughly 0.54% active in at least one column).
